INS-1E rescue = INS-1E beta cell protection from cytokine death. INS-1E cytokine-induced death, ATP luminescence, 48 h; normalised: neutral wells 0, positive control 100. protection from cytokine-induced ATP loss, % at 10 µM. 20,000 tested, 0.1% active. AID 488910;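 active = mean replicate protection from cytokine-induced ATP loss at least 50% and at least 75% of replicates each reaching 50%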
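Assay system: INS-1E rat insulinoma cells. Amount: 8000 cells per well. Medium: phenol-red-free RPMI with 5% fetal bovine serum. Reagent: IL-1β, TNF-α and IFN-γ cytokine mix. Doses: one compound concentration, pin transfer. Schedule: 48 h co-treatment, 10 min post-lysis read. Detection: CellTiter-Glo luminescence measuring cellular ATP.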
T cruzi intra = intracellular Trypanosoma cruzi inhibition | 22,000 tested, 4.9% active | activity score (inhibition), % at 5.01 µM | intracellular Trypanosoma cruzi in host cells, plate reader; in the data active = activity score above about 55%;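 note: parasites and compound incubated about four days before reading; 0% = median of neutral control wells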
* marks the source's active call; other numbers are inactive results; x = not tested or not shown.

Molecule	INS-1E rescue	T cruzi intra
Cc1noc(C)c1S(=O)(=O)Nc1cccc2c1O[C@H](CN(C)C(=O)Nc1ccc3c(c1)OCO3)[C@H](C)CN([C@H](C)CO)C2=O	7.9	11.8
C[C@H]1CN([C@@H](C)CO)C(=O)CCCn2cc(nn2)CO[C@H]1CN(C)C(=O)NC1CCCCC1	x	-14.2
O=C(N/N=C/c1ccc(I)cc1)c1ccccc1O	-8.4	-20.5
C[C@H](CO)N1C[C@H](C)[C@H](CN(C)CC2CCCCC2)Oc2ccc(NC(=O)CCC(F)(F)F)cc2C1=O	-2.9	-8.5
COc1ccc(S(=O)(=O)N(C)C[C@H]2Oc3ccc(NC(=O)Nc4ccccc4)cc3CC(=O)N([C@H](C)CO)C[C@H]2C)cc1	4.5	-9.9
C[C@@H]1CN([C@@H](C)CO)C(=O)c2cc(NC(=O)CCCN(C)C)ccc2O[C@H]1CN(C)C(=O)NC1CCCCC1	-2.2	-3.3
C[C@@H]1CN([C@H](C)CO)C(=O)Cc2cc(NC(=O)Nc3ccc(C(F)(F)F)cc3)ccc2O[C@H]1CN(C)S(=O)(=O)c1ccc(F)cc1	-3.5	5.7
COc1ccc(NC(=O)Nc2ccc3c(c2)CC(=O)N([C@@H](C)CO)C[C@H](C)[C@H](CN(C)S(=O)(=O)c2ccc(Cl)cc2)O3)cc1	2.2	-1.8
COc1ccc(CN(C)C[C@@H]2Oc3c(NS(=O)(=O)c4ccccc4)cccc3C(=O)N([C@@H](C)CO)C[C@@H]2C)cc1	0.4	1.8
C[C@@H]1CCCCO[C@@H](CN(C)C(=O)CCC(F)(F)F)[C@@H](C)CN([C@H](C)CO)C(=O)c2cc(N(C)C)ccc2O1	1.6	-22.8
C[C@@H]1CN([C@@H](C)CO)C(=O)Cc2cc(NC(=O)CCC(F)(F)F)ccc2O[C@@H]1CN(C)C(=O)Nc1ccc2c(c1)OCO2	0.8	-19.8
C[C@@H]1CN([C@H](C)CO)C(=O)Cc2cc(NS(=O)(=O)c3cccs3)ccc2O[C@H]1CN(C)Cc1ccncc1	8.3	-19.7
C[C@@H]1CN([C@@H](C)CO)C(=O)Cc2cc(NS(=O)(=O)c3ccc(Cl)cc3)ccc2O[C@@H]1CN(C)Cc1ccccc1	-8.3	35.2
Cc1noc(C)c1S(=O)(=O)N(C)C[C@H]1OCCCC[C@@H](C)Oc2ccc(NC(=O)Nc3ccc(C(F)(F)F)cc3)cc2C(=O)N([C@H](C)CO)C[C@@H]1C	-23.1	69.6*
C[C@H](CO)N1C[C@H](C)[C@H](CN(C)C(=O)Nc2cccc3ccccc23)Oc2ccc(NC(=O)Cn3cnnn3)cc2CC1=O	-4.4	-19.2
C[C@@H]1CN([C@@H](C)CO)C(=O)c2cccc(NS(C)(=O)=O)c2O[C@@H]1CN(C)C(=O)NC1CCCCC1	12.3	6.9
C[C@@H]1CN([C@@H](C)CO)C(=O)c2cccc(NC(=O)Nc3ccc4c(c3)OCO4)c2O[C@@H]1CN(C)S(=O)(=O)c1ccccc1	0.1	2.9
C[C@H](CO)N1C[C@H](C)[C@H](CN(C)S(=O)(=O)c2ccc(Cl)cc2)Oc2c(NC(=O)Nc3cccc4ccccc34)cccc2C1=O	8.6	-14.9
C[C@@H]1CN([C@H](C)CO)C(=O)Cc2cc(NS(=O)(=O)c3ccc(F)cc3)ccc2O[C@@H]1CN(C)C(=O)NC1CCCCC1	8.8	-4.6
C[C@H](CO)N1C[C@H](C)[C@H](CN(C)C(=O)Nc2cccc3ccccc23)Oc2ccc(NS(=O)(=O)c3ccc(F)cc3)cc2CC1=O	-1.1	-2.8
COc1ccc(NC(=O)N(C)C[C@H]2Oc3ccc(NS(=O)(=O)c4ccccc4)cc3C(=O)N([C@@H](C)CO)C[C@H]2C)cc1	x	0.2
C[C@@H]1CN([C@@H](C)CO)C(=O)Cc2cc(NC(=O)Cc3ccccc3)ccc2O[C@@H]1CN(C)Cc1ccccc1	-0.3	0.6
C[C@@H]1CN([C@H](C)CO)C(=O)c2cccc(NC(=O)C3CCOCC3)c2O[C@H]1CN(C)Cc1ccc(Oc2ccccc2)cc1	-13.4	20.5
CNC[C@H]1Oc2ccc(NS(=O)(=O)c3ccc(OC)cc3)cc2C(=O)N([C@H](C)CO)C[C@H]1C	7.1	-10.7
C[C@@H]1CN([C@@H](C)CO)C(=O)c2cc(NC(=O)Cn3cnnn3)ccc2O[C@H]1CN(C)C(=O)Nc1cccc2ccccc12	5.6	-13.6

Laid out differently: results already given.
C[C@@H]1CN([C@@H](C)CO)C(=O)Cc2cc(NC(=O)Cc3ccccc3)ccc2O[C@@H]1CN(C)Cc1ccccc1
  INS-1E rescue: -0.3; T cruzi intra: 0.6
C[C@@H]1CN([C@H](C)CO)C(=O)c2cccc(NC(=O)C3CCOCC3)c2O[C@H]1CN(C)Cc1ccc(Oc2ccccc2)cc1
  INS-1E rescue: -13.4; T cruzi intra: 20.5
CNC[C@H]1Oc2ccc(NS(=O)(=O)c3ccc(OC)cc3)cc2C(=O)N([C@H](C)CO)C[C@H]1C
  INS-1E rescue: 7.1; T cruzi intra: -10.7
C[C@@H]1CN([C@@H](C)CO)C(=O)c2cc(NC(=O)Cn3cnnn3)ccc2O[C@H]1CN(C)C(=O)Nc1cccc2ccccc12
  INS-1E rescue: 5.6; T cruzi intra: -13.6

New compounds follow.
Molecule	INS-1E rescue	T cruzi intra
C[C@@H]1CN([C@@H](C)CO)C(=O)c2cccc(NC(=O)Nc3ccccc3)c2O[C@@H]1CN(C)S(C)(=O)=O	0.0	-8.2
Cc1noc(C)c1NC(=O)N(C)C[C@H]1Oc2c(NS(=O)(=O)c3cccs3)cccc2C(=O)N([C@@H](C)CO)C[C@H]1C	-6.7	-15.7
Cc1noc(C)c1NC(=O)Nc1ccc2c(c1)CC(=O)N([C@@H](C)CO)C[C@H](C)[C@H](CN(C)C(=O)Nc1ccccc1)O2	-5.0	x
C[C@@H]1CN([C@H](C)CO)C(=O)c2cccc(NC(=O)Nc3ccc(F)cc3)c2O[C@@H]1CN(C)C(=O)Nc1ccc(C(F)(F)F)cc1	-33.5	-4.8
C[C@H](CO)N1C[C@H](C)[C@@H](CN(C)S(C)(=O)=O)Oc2c(cccc2N(C)C)C1=O	20.2	4.3
Cc1noc(C)c1S(=O)(=O)Nc1ccc2c(c1)C(=O)N([C@@H](C)CO)C[C@@H](C)[C@H](CN(C)Cc1ccncc1)O2	3.8	1.8
C[C@H]1CN([C@@H](C)CO)C(=O)c2cc(NC(=O)Nc3cccc4ccccc34)ccc2O[C@@H]1CN(C)Cc1ccncc1	-2.0	3.5
COc1ccc(S(=O)(=O)N(C)C[C@@H]2Oc3ccc(N(C)C)cc3C(=O)N([C@@H](C)CO)C[C@H]2C)cc1	-13.7	-15.2
C[C@H]1CN([C@@H](C)CO)C(=O)c2cccc(NC(=O)Nc3ccccc3)c2O[C@@H]1CN(C)Cc1ccc(C(=O)Nc2ccccc2N)cc1	17.2	73.6*
Cc1ccc(S(=O)(=O)N(C)C[C@H]2Oc3ccc(NC(=O)CCCCCC(=O)Nc4ccccc4N)cc3C(=O)N([C@@H](C)CO)C[C@H]2C)cc1	11.1	-15.3
CC(C)NC(=O)Nc1ccc2c(c1)CC(=O)N([C@H](C)CO)C[C@H](C)[C@H](CN(C)S(C)(=O)=O)O2	13.4	-14.5
COc1ccc(NC(=O)N(C)C[C@@H]2Oc3ccc(NS(=O)(=O)c4ccc(F)cc4)cc3CC(=O)N([C@H](C)CO)C[C@H]2C)cc1	8.6	-31.9
C[C@@H]1CN([C@H](C)CO)C(=O)c2cccc(NC(=O)Nc3ccc4c(c3)OCO4)c2O[C@@H]1CN(C)C	-0.5	-69.7
CC(C)NC(=O)N(C)C[C@H]1Oc2c(NS(=O)(=O)c3cn(C)cn3)cccc2C(=O)N([C@H](C)CO)C[C@@H]1C	10.7	-25.7
C[C@H]1CN([C@@H](C)CO)C(=O)c2cc(NC(=O)C3CC3)ccc2O[C@@H]1CN(C)Cc1ccc(C(=O)O)cc1	10.3	2.0
C[C@@H]1CN([C@H](C)CO)C(=O)c2cc(NS(=O)(=O)c3cccs3)ccc2O[C@@H]1CN(C)S(=O)(=O)c1cn(C)cn1	-1.5	-9.2
COc1ccc(NC(=O)Nc2ccc3c(c2)C(=O)N([C@@H](C)CO)C[C@H](C)[C@@H](CN(C)S(=O)(=O)c2ccccc2)O3)cc1	11.6	-5.6
C[C@H]1CN([C@@H](C)CO)C(=O)c2cc(NC(=O)CCC(F)(F)F)ccc2O[C@@H]1CN(C)C(=O)Nc1ccc(F)cc1	3.5	-2.5
Cc1ccc(S(=O)(=O)Nc2cccc3c2O[C@@H](CN(C)C(=O)Nc2ccc4c(c2)OCO4)[C@@H](C)CN([C@@H](C)CO)C3=O)cc1	2.7	18.0
C[C@@H]1CN([C@H](C)CO)C(=O)c2cc(NC(=O)NC3CCCCC3)ccc2O[C@H]1CN(C)S(=O)(=O)c1ccccc1	1.3	-7.5
Cc1noc(C)c1NC(=O)Nc1ccc2c(c1)C(=O)N([C@H](C)CO)C[C@H](C)[C@H](CN(C)C(=O)C1CCCCC1)OCCCC[C@@H](C)O2	8.2	-4.6
Cc1noc(C)c1NC(=O)N(C)C[C@H]1Oc2c(NC(=O)Nc3ccc(F)cc3)cccc2C(=O)N([C@@H](C)CO)C[C@H]1C	11.1	-3.4
C[C@H]1CN([C@@H](C)CO)C(=O)Cc2cc(NC(=O)NC3CCCCC3)ccc2O[C@@H]1CN(C)S(C)(=O)=O	10.6	-10.7
CNC[C@H]1Oc2ccc(NS(=O)(=O)c3ccccc3)cc2C(=O)N([C@@H](C)CO)C[C@H]1C	0.1	-13.3
CNC[C@@H]1Oc2ccc(NC(=O)Cc3ccccc3)cc2CC(=O)N([C@H](C)CO)C[C@@H]1C	4.2	-12.4

(more compounds)
Second line of a record: INS-1E rescue | T cruzi intra
- Cc1ccc(S(=O)(=O)N(C)C[C@@H]2Oc3ccc(NS(=O)(=O)c4cccs4)cc3C(=O)N([C@@H](C)CO)C[C@H]2C)cc1
 : -4.4 | 5.4
- CC(C)NC(=O)N(C)C[C@@H]1Oc2ccc(NC(=O)Nc3ccc4c(c3)OCO4)cc2CC(=O)N([C@H](C)CO)C[C@@H]1C
 : 5.8 | 1.3
- C[C@@H]1CN([C@@H](C)CO)C(=O)c2cccc(NC(=O)Nc3ccccc3)c2O[C@H]1CN(C)C(=O)NC1CCCCC1
 : 11.0 | 3.6
- Cc1ccc(S(=O)(=O)N(C)C[C@@H]2OCCCC[C@@H](C)Oc3ccc(NS(=O)(=O)c4ccc(F)cc4)cc3C(=O)N([C@H](C)CO)C[C@@H]2C)cc1
 : -3.6 | 14.5
- Cc1noc(C)c1NC(=O)N(C)C[C@H]1Oc2ccc(NS(=O)(=O)c3ccc(F)cc3)cc2C(=O)N([C@@H](C)CO)C[C@H]1C
 : x | 4.5
- C[C@@H]1CCCCO[C@@H](CN(C)Cc2ccc(C(=O)Nc3ccccc3N)cc2)[C@@H](C)CN([C@H](C)CO)C(=O)c2cc(NS(=O)(=O)c3cn(C)cn3)ccc2O1
 : -5.6 | 13.6
- C[C@@H]1CN([C@H](C)CO)C(=O)c2cccc(NC(=O)c3cnccn3)c2O[C@H]1CN(C)C(=O)NC1CCCCC1
 : 5.2 | -1.8
- C[C@@H]1CN([C@@H](C)CO)C(=O)Cc2cc(N(C)C)ccc2O[C@@H]1CN(C)C(=O)NC1CCCCC1
 : 10.1 | -25.4
- C[C@H]1CN([C@@H](C)CO)C(=O)c2cccc(NC(=O)CCCCCC(=O)Nc3ccccc3N)c2O[C@@H]1CN(C)S(=O)(=O)c1cn(C)cn1
 : -9.9 | -40.6
- C[C@H](CO)N1C[C@H](C)[C@H](CN(C)C(=O)Nc2cccc3ccccc23)Oc2ccc(NC(=O)CCN3CCOCC3)cc2C1=O
 : 3.3 | -9.6
- Cc1ccc(S(=O)(=O)Nc2ccc3c(c2)CC(=O)N([C@H](C)CO)C[C@H](C)[C@H](CN(C)C(=O)Nc2c(C)noc2C)O3)cc1
 : 14.3 | -39.5
- C[C@@H]1CN([C@@H](C)CO)C(=O)Cc2cc(NS(C)(=O)=O)ccc2O[C@@H]1CN(C)S(=O)(=O)c1ccccc1
 : 1.7 | 3.2
- C[C@@H]1CN([C@@H](C)CO)C(=O)c2cc(NC(=O)Cn3cnnn3)ccc2O[C@@H]1CN(C)Cc1ccc(Oc2ccccc2)cc1
 : -3.5 | -5.9
- COc1ccccc1S(=O)(=O)N(C)C[C@H]1OCc2cn(nn2)CCCC(=O)N([C@H](C)CO)C[C@@H]1C
 : x | 1.5
- C[C@H]1CN([C@@H](C)CO)C(=O)c2cccc(NS(=O)(=O)c3cccs3)c2O[C@@H]1CN(C)Cc1ccncc1
 : 6.0 | -9.8
- Cc1ccc(S(=O)(=O)Nc2ccc3c(c2)CC(=O)N([C@H](C)CO)C[C@@H](C)[C@H](CN(C)S(=O)(=O)c2cccs2)O3)cc1
 : -1.3 | -1.7
- Cc1ccc(S(=O)(=O)N(C)C[C@@H]2Oc3ncc(C#CC(C)(C)O)cc3C(=O)N([C@H](C)CO)C[C@@H]2C)cc1
 : x | -2.3
- C[C@H]1CN([C@@H](C)CO)C(=O)c2cccc(NC(=O)Nc3ccc4c(c3)OCO4)c2O[C@H]1CN(C)Cc1ccc(C(=O)O)cc1
 : 3.1 | -27.1
- C[C@H](CO)N1C[C@H](C)[C@@H](CN(C)Cc2ccncc2)Oc2ccc(NS(=O)(=O)c3ccccc3)cc2C1=O
 : -4.0 | -24.7
- C[C@H](CO)N1C[C@H](C)[C@H](CN(C)C(=O)Nc2ccc(C(F)(F)F)cc2)Oc2ccc(NC(=O)CCC(F)(F)F)cc2C1=O
 : -9.0 | 11.8

Compound activity (PubChem BioAssay)
